PTHR1 ag = agonists of human PTHR1 parathyroid hormone receptor; Q03431; HEK293 GP2 PTHR1 cells, GloSensor cAMP luminescence, 1 h; Potency, µM (doses to about 115 µM), for the others: top-dose activation, hits mostly activators; 0.075% of 410,000 active; note: potency is the fitted concentration of half-maximal effect; nearly all actives have a fitted effect of over 55% in size; some results filed as inactive show a strong effect at the top dose; inactives centre near -15; many of its hits are not listed in these tables
Target sequence (Q03431 whole entry, looked up): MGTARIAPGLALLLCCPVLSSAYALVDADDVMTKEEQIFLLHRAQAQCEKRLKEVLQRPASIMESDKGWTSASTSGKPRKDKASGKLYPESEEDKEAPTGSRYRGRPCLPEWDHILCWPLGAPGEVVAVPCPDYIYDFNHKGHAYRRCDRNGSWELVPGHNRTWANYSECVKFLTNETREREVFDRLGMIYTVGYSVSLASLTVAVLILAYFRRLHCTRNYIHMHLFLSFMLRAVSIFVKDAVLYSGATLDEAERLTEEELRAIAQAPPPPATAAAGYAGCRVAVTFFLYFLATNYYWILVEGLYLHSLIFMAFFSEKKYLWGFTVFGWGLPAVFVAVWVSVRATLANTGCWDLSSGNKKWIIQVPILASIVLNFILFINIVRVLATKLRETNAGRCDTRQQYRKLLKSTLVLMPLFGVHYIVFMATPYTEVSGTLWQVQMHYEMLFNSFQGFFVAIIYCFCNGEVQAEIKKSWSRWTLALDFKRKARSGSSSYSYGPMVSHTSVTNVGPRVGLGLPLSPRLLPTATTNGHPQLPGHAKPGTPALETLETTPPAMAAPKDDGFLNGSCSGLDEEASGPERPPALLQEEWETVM
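HEK-293-derived GP2 cells expressing PTHR1 and a GloSensor cAMP reporter, 3,000/well, plated overnight, given luciferin plus IBMX (each 0.5 mM as added) for 1 h at 37 °C, then compound for 1 h at 37 °C. Luminescence was read after 15 min at room temperature.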
TDP43 rescue = rescues yeast growth from TDP-43 toxicity; Potency, µM (top dose mostly 46.1 µM), for the others: at the top dose growth rescue (activation), actives largely listed as activators; TDP-43 expressing yeast growth rescue, BacTiter-Glo, 24 h; 1.8% of 410,000 active; AID 652104; note: potency is the fitted concentration of half-maximal effect; % of control where 0% means no effect; nearly all actives have a fitted effect of over 50% in size
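Yeast cells expressing TDP-43 under galactose induction are exposed to compounds for 24 hr at 30 deg C. BacTiter-Glo luminescence measures growth, so protective compounds score as activators.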
Akt phos inh = Akt phosphorylation inhibition | Neuro2A IGF-stimulated pAkt S473 HTRF, 20 min; hits give low values | activity change, % for hits at 50 µM | 0.32% of 360,000 active | AID 651550; in the data active = activity change below about -80%; inconclusive = mostly about -51% to -80%; note: % is set by controls: 0 for no effect and ±100 for the full control effect
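Single-point screen (50 µM final compound) in Neuro2A cells stimulated 20 min with 6 nM IGF at 37 deg C. After lysis, Ser473-phosphorylated Akt read by HTRF (ex 330 nm, em 615/665 nm) as the 665/615 ratio.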
GLP1R inv ag = GLP-1 receptor (human) inverse agonism | P43220 | HEK293 GLP-1R CRE-luciferase, luminescence, 24 h; GLP-1R form is constitutively active | Potency, µM (top dose mostly 38.3 µM), for inactives: top-dose activity change, negative = inhibition, usual class: inhibitors | 1.6% of 410,000 active | AID 624417; note: potency is the fitted concentration of half-maximal effect; % is set by controls: 0 for no effect and ±100 for the full control effect; nearly all actives have a fitted effect of over 55% in size
Target sequence (P43220 whole entry, looked up): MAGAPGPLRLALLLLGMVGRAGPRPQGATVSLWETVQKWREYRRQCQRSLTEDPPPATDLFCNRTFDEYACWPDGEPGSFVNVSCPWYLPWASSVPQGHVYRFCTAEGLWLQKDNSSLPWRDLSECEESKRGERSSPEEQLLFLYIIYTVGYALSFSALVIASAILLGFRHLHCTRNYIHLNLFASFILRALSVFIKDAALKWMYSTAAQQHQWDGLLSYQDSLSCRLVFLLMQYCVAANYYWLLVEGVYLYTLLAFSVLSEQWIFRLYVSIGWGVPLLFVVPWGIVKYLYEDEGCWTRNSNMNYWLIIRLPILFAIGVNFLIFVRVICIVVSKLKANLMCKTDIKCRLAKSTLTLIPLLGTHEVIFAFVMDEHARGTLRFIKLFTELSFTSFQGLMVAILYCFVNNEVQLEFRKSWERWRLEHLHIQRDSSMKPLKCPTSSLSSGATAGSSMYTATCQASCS
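Using stably transfected HEK293 (constitutively active GLP-1R, cAMP-luciferase reporter), compounds were incubated 24 hr and luciferase measured by luminescence.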
Abeta rescue = restores growth of yeast expressing A-beta42 peptide | Potency, µM (titrated, usually from 46.1 µM), without a hit: top-dose growth rescue, actives largely listed as activators | 0.063% of 410,000 active | yeast expressing A-beta42, growth rescue, OD600, 48 h; response scale: 0% DMSO, 100% iron-clioquinol control | AID 1347071; note: potency is the fitted concentration of half-maximal effect; nearly all actives have a fitted effect of over 55% in size
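Growth rescue measured by 600 nm absorbance after 48 h yeast culture at 30 C with compound. Values normalized between DMSO and an equimolar ferric chloride plus clioquinol control.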
FUS yeast rescue = suppressors of FUS proteinopathy in yeast; S. cerevisiae FUS-expressing, growth rescue, OD600, 24 h; AID 1347120; Potency, µM (top dose mostly 76.6 µM), for the others: at the top dose growth rescue (activation), most hits filed as activators; 0.24% of 390,000 active;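 note: potency is the fitted concentration of half-maximal effect; plate controls were DMSO vehicle for no effect and reference control for full effect; nearly all actives have a fitted effect of over 55% in size; some results filed as inactive show a strong effect at the top dose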
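Yeast expressing FUS under galactose induction, OD 0.005 in 2% galactose medium; compounds in a dilution series, 24 h at 30C. Growth rescue by absorbance at 600 nm; CP55940 positive control, DMSO negative.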
Mm-Cpn inhibitor = blocks the Methanococcus maripaludis chaperonin Mm-Cpn | purified Mm-Cpn ATPase, ADP Transcreener TR-FRET | Potency, µM (series often up to 76.9 µM), for the others: at the top dose activity, negative = inhibition, actives largely listed as inhibitors | 0.031% of 330,000 active; note: potency is the fitted concentration of half-maximal effect; % is set by controls: 0 for no effect and ±100 for the full control effect; nearly all actives have a fitted effect of over 80% in size
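Inhibition of chaperonin ATP hydrolysis is measured as reduced ADP production, detected by competitive TR-FRET in which signal falls with ADP. Final enzyme 25 nM and ATP 10 uM, reacted 30 min at 37°C.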
HEK293 tox = cytotoxicity in counter-screen for GLP-1R inverse agonists. HEK293 cAMP-luciferase reporter cells, luminescence, 24 h. Potency, µM (doses to about 38.3 µM), for the others: top-dose activity change, negative = inhibition, hits mostly inhibitors. 0.13% of 410,000 active. AID 624418;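 note: loss of luciferase light is scored as toxicity; potency is the fitted concentration of half-maximal effect; % is set by controls: 0 for no effect and ±100 for the full control effect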
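A 23 nL compound transfer followed 12 hours of cell culture at 37 deg C; exposure then lasted 24 hr. Luciferase assay detection reagent was dispensed and plates read for luminescence after a 12 min room-temperature wait.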
aSyn rescue = alpha-synuclein toxicity inhibition in yeast; Yeast expressing alpha-synuclein, growth rescue, BacTiter-Glo, 24 h; Potency, µM (top dose mostly 46.1 µM), inactives show at the highest dose growth rescue (activation), actives largely listed as activators; 0.14% of 370,000 active; AID 652106; note: potency is the fitted concentration of half-maximal effect; % of control where 0% means no effect; nearly all actives have a fitted effect of over 65% in size
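Screening used galactose-induced yeast with toxic alpha-synuclein levels, exposed to compound for 24 hr at 30 deg C. Cell growth, read with BacTiter-Glo luminescence, gave the measured signal.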
Starred values were filed as active, the others as inactive; i = inactive; u = inconclusive; x = no result given; & = joins results of further samples; [ ] = another dose, or the depositor's remark. Unless noted, calls come from the whole dose curve; as a rule, active = well fitted curve in the direction sought with a large enough effect; inconclusive = small, poorly fitted or top-dose-only effect, or another doubt; inactive = no such curve, though single readings can be large; an effect the other way counts as inactive or inconclusive. The list is partial; rates above refer to the full screens.

SMILES	PTHR1 ag	TDP43 rescue	Akt phos inh	GLP1R inv ag	Abeta rescue	FUS yeast rescue	Mm-Cpn inhibitor	HEK293 tox	aSyn rescue
Cc1cc(C)c(NC(=O)C2CCN(c3nc4ccccc4[nH]3)CC2)c(C)c1	i	1%	x	3%	-2%	1%	x	2%	x
COCCNC(=O)c1ccc(C2SCC(=O)N2Cc2ccco2)cc1 (stereo not given)	i	1%	i	11%	-1%	-10%	-1%	-2%	3%
CCN(CC)S(=O)(=O)c1ccc(N2CCOCC2)c(NC(=O)CNCCc2ccccc2)c1	-14%	4%	i	u	x	21%	0%	-8%	-2%
Cc1cccn2c(=O)c(/C=C(\C#N)C(=O)NC3CCS(=O)(=O)C3)c(N3CC(C)OC(C)C3)nc12 (stereo not given)	i	-4%	i	61%[activator]	-23%	9%	0%	32%[activator]	-5%
O=C(CCC1CCCC1)N=C1SC2CS(=O)(=O)CC2N1Cc1ccccc1 (stereo not given)	i	9%	i	12%	-5%	3%	-4%	-6%	-1%
CC(C)CC(NC(=O)C(NC(=O)C1CCC(=O)N1C(=O)OCc1ccccc1)C(C)C)C(=O)N1CCCC1C(N)=O (stereo not given)	-1%	-15%	i	6%	-12%	5%	-2%	12%	-4%
Cc1ccc(C)c(OCc2cc(C(=O)N(C)Cc3nccs3)no2)c1	-16%	17%	i	-18%	6%	10%	1%	-7%	-1%
Cc1cc(OCCN2CCN(S(=O)(=O)c3ccccc3F)CC2)ccc1C(C)C	-80%[inhibitor]	4%	i	u	u	11%	1%	1%	-9%
Cc1ccc(NC(=O)CNCc2ccc(Cl)cc2Cl)cc1S(=O)(=O)N(C)C	-30%[inhibitor]	-14%	i	u	1%	14%	-1%	-3%	0%
O=C(Cn1cnc2c(cnn2-c2ccccc2Cl)c1=O)N1CCc2ccccc21	-5%[57.5 µM]	-13%	i	0%	8%	11%	-1%	-9%	-6%
CSc1cc(SC)ncn1	i	3%	i	13%	5%	x	x	-17%	7%
CCC(=O)c1ccc(OCC(O)CNC2CCCC2)cc1 (stereo not given)	-8%	-11%	i	3%	-12%	-6%	1%	19%	-6%
O=c1[nH]c2ccsc2c(=O)n1-c1ccc(F)cc1	i	-9%	i	0%	-9%	6%	0%	6%	-5%
CC(C)C(=O)Nc1ccc(C(=O)Nc2ccc(S(=O)(=O)N3CCOCC3)cc2)cc1	-92%[inhibitor]	14%	i	-18%	4%	-13%	-2%	0%	3%
O=C(Nn1cnnc1)c1cc(-c2ccccn2)nc2ccccc12	i	-3%	i	-21%	5%	19%	0%	2%	-2%
Cn1cc(S(=O)(=O)Nc2ccc(F)cc2F)c(=O)n(C)c1=O	i	8%	i	8%	-9%	-24%	0%	4%	0%
COc1ccc(N(Cc2cc3ccccc3[nH]c2=O)S(C)(=O)=O)cc1	i	13%	i	4%	-6%	x	1%	-10%	-8%
CCCc1[nH]nc2c1C(c1ccc(OCCN3CCOCC3)c(OCC)c1)C(C#N)=C(N)O2 (stereo not given)	-21%[57.5 µM]	-21%	i	3%	4%	15%	0%	-3%	0%
CN(CC(=O)Nc1ccccc1C(F)(F)F)C(=O)C1CCN(C(=O)c2ccc(Cl)cc2)CC1	-3%	16%	i	-8%	-7%	18%	0%	0%	0%
Cc1cc(Nc2ccc(F)cc2C)n2nc(C)nc2n1	-4%	27%	i	31%[activator]	-9%	-18%	-1%	0%	-7%
COc1ccc(C(=O)NC2CCN(C(=S)Nc3cccc(C)c3C)CC2)cc1	-9%	0%	i	12%	4%	-15%	2%	-7%	2%
COc1ccc(CC(=O)N2CCc3ccccc3C2)cc1	-31%	u	i	-19%	-6%	-30%	3%	7%	3%
COCC(=O)Nc1c(I)c(C(=O)NCC(O)CO)c(I)c(C(=O)N(C)CC(O)CO)c1I (stereo not given)	-4%	-1%	i	7%	-16%	-43%	x	11%	0%
CCOC(=O)N1CCN(Cc2nc(-c3cccs3)no2)CC1	-11%	18%	i	4%	2%	-2%	1%	-4%	4%
COc1ccc2c(c1)c1c(c(=O)n(CCc3ccccc3)c(=O)n1Cc1cccc(Cl)c1)n2C	-24%	22%	x	12%	1%	2%	x	-1%	x
COc1cc(C(=O)Oc2c(Sc3ccccc3)c(C)nn2-c2ccccc2)cc(OC)c1OC	i	26%	x	-23%	-15%	11%	x	-3%	x
Nc1nc(-c2ccc(Br)s2)c(Br)s1	-37%[inhibitor][57.5 µM]	11µM*	i	u	5%	18%	0%	1%	4%
COC(=O)c1ccc(NC(=O)CSc2cn(CC(=O)N3CCCCC3)c3ccccc23)cc1	i	33%	x	-10%	6%	6%	x	-12%	x
CCCCSc1nnc(-c2ccc(NC(=O)CCc3ccccc3)cc2)n1C	i	25%	i	2%	0%	17%	0%	12%	-1%&-1%
O=C(OCCCN=C1NS(=O)(=O)c2ccccc21)c1ccc(F)cc1	i	-18%	i	0%	-3%	5%	-1%	11%	-2%
O=C(N/N=C/c1ccc(N2CCOCC2)cc1)c1ccccn1	-16%	16%	i	u	18%	12%	-1%	1%	1%
Cc1cc(Oc2c(C(F)(F)F)oc3c(CN4CCC(C)CC4)c(O)ccc3c2=O)cc(C)c1Cl	i	10%	x	-1%	-9%	-11%	x	-1%	x
O=C(Cn1c(=O)n(-c2ccccc2)c(=O)c2oc3ccccc3c21)Nc1ccccc1	i	-3%	i	-20%	6%	x	-1%	u	4%
Cc1ccc(-c2nnc(Cc3ccc(Cl)cc3)o2)cc1	-15%	23%	i	u	8%	-9%	-1%	0%	4%
CC(CC(=O)NCc1ccc(Cl)cc1)CC1=NS(=O)(=O)c2ccccc2N1 (stereo not given)	-3%	13%[9.22 µM]	x	-14%	4%	-10%	x	1%	x
Cc1cc(C)cc(NC(=O)C(=O)NCC(c2cccnc2)N2CCN(c3ccccc3)CC2)c1 (stereo not given)	-12%	15%	x	7%	2%	3%	x	-5%	x
Nc1nnc(SCC(=O)Nc2ccc3c(c2)OCCO3)s1	15%	-10%	x	0%	-4%	u	0%	3%	x
O=C(Nc1nc2ccc(S(=O)(=O)N3CCOCC3)cc2s1)c1cccs1	-6%	-3%	i	16%	-6%	-1%	-1%	-14%	2%
NC(=O)c1[nH]cnc1N=NN(CCO)Cc1ccccc1	i	2%	i	-8%	-12%	-35%	x	-1%	-1%
O=C(Nc1ccc(F)c(Cl)c1)c1nsc(Cl)c1Cl	-31%[inhibitor]	4%	i	-28%	-4%	21%	-4%	-17%	1%
COc1ccc(S(=O)(=O)N2CCCCCC2)cc1NC(=O)CCc1cc(OC)c(OC)c(OC)c1	i	14%	i	-6%	-3%	42%	x	-4%	-8%
O=C(O)c1ccc(C=NNC(=O)c2cccc3ccccc23)cc1	-11%	17%	i	-4%	1%	x	x	-7%	-2%
CCc1ccc(N2CC(C(=O)Nc3ccc(S(=O)(=O)N4CCOCC4)cc3)CC2=O)cc1 (stereo not given)	-16%	0%	i	u	15%	10%	0%	17%	-1%
CN1CCN(CCc2nc3cc(NC(=O)c4ccco4)ccc3n2C)CC1	-24%	0%	i	2%	6%	10%	-1%	-20%	-5%
Cc1ccc2nc(Cl)c3cc(C(=O)NCCCN(C)Cc4ccccc4)sc3c2c1	13%	-8%	x	-11%	-13%	6%	x	6%	x
Cc1nn(C(C)CC(=O)O)c(C)c1C (stereo not given)	-16%[57.5 µM]	-10%	i	0%	21%	-22%	0%	1%	-10%
Cc1cccc(NC(=S)N2CCC(C(=O)c3ccc(F)cc3)CC2)c1	-24%	15%	i	u	13%	u	x	-8%	2%
O=C(O)c1cccc2c1C(=O)c1cc(Br)ccc1S2(=O)=O	i	16%	i	24%	4%	-8%	-2%	3%	3%
CCOC(=O)c1c(C)[nH]c(C)c1C(=O)COC(=O)CCOc1ccccc1OC	-3%[57.5 µM]	-9%	i	3%	1%	29%	1%	-12%	4%
Cc1cccc(C(=O)NCC(=O)OCC(=O)N(C)CC(=O)Nc2ccc(F)cc2)c1	4%	1%	i	9%	-1%	9%	-1%	3%	-2%
Cc1ccc(SCC(=O)Nc2ccc3c(c2)C(=O)NC3=O)cc1	i	-1%	i	1%	-5%	8%	1%	-7%	5%
CC(C)COc1ccc(C/C(N)=N/n2cnnc2)cc1	-79%[inhibitor]	2%[0.397 µM]	i	-10%	-1%	-2%	-3%	11%	1%
O=C(c1ccccc1NS(=O)(=O)c1ccc2c(c1)OCCO2)N1CCOCC1	-5%[57.5 µM]	-7%	i	5%	6%	-12%	1%	-18%	3%
COc1ccc(-n2cc(CN3CCCC3)c(-c3cccc(F)c3)n2)cc1	u	-3%	i	u	-5%	27%	-2%	u	1%

Screening results: PubChem, National Center for Advancing Translational Sciences (NCATS)
